FAS TE block: inhibitors of human fatty acid synthase thioesterase domain; P49327; recombinant FAS-TE, OMFH fluorogenic substrate, fluorescence endpoint; inhibition, % at 15 µM; 360,000 tested, 0.67% active; AID 602261;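 active means compounds whose normalised, plate-corrected inhibition of enzyme fluorescence in the single-dose primary screen is 50% or more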;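 further: 0% = DMSO with enzyme and 100% = substrate without enzyme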
Target sequence (P49327 whole entry, looked up, the tested form may be a part): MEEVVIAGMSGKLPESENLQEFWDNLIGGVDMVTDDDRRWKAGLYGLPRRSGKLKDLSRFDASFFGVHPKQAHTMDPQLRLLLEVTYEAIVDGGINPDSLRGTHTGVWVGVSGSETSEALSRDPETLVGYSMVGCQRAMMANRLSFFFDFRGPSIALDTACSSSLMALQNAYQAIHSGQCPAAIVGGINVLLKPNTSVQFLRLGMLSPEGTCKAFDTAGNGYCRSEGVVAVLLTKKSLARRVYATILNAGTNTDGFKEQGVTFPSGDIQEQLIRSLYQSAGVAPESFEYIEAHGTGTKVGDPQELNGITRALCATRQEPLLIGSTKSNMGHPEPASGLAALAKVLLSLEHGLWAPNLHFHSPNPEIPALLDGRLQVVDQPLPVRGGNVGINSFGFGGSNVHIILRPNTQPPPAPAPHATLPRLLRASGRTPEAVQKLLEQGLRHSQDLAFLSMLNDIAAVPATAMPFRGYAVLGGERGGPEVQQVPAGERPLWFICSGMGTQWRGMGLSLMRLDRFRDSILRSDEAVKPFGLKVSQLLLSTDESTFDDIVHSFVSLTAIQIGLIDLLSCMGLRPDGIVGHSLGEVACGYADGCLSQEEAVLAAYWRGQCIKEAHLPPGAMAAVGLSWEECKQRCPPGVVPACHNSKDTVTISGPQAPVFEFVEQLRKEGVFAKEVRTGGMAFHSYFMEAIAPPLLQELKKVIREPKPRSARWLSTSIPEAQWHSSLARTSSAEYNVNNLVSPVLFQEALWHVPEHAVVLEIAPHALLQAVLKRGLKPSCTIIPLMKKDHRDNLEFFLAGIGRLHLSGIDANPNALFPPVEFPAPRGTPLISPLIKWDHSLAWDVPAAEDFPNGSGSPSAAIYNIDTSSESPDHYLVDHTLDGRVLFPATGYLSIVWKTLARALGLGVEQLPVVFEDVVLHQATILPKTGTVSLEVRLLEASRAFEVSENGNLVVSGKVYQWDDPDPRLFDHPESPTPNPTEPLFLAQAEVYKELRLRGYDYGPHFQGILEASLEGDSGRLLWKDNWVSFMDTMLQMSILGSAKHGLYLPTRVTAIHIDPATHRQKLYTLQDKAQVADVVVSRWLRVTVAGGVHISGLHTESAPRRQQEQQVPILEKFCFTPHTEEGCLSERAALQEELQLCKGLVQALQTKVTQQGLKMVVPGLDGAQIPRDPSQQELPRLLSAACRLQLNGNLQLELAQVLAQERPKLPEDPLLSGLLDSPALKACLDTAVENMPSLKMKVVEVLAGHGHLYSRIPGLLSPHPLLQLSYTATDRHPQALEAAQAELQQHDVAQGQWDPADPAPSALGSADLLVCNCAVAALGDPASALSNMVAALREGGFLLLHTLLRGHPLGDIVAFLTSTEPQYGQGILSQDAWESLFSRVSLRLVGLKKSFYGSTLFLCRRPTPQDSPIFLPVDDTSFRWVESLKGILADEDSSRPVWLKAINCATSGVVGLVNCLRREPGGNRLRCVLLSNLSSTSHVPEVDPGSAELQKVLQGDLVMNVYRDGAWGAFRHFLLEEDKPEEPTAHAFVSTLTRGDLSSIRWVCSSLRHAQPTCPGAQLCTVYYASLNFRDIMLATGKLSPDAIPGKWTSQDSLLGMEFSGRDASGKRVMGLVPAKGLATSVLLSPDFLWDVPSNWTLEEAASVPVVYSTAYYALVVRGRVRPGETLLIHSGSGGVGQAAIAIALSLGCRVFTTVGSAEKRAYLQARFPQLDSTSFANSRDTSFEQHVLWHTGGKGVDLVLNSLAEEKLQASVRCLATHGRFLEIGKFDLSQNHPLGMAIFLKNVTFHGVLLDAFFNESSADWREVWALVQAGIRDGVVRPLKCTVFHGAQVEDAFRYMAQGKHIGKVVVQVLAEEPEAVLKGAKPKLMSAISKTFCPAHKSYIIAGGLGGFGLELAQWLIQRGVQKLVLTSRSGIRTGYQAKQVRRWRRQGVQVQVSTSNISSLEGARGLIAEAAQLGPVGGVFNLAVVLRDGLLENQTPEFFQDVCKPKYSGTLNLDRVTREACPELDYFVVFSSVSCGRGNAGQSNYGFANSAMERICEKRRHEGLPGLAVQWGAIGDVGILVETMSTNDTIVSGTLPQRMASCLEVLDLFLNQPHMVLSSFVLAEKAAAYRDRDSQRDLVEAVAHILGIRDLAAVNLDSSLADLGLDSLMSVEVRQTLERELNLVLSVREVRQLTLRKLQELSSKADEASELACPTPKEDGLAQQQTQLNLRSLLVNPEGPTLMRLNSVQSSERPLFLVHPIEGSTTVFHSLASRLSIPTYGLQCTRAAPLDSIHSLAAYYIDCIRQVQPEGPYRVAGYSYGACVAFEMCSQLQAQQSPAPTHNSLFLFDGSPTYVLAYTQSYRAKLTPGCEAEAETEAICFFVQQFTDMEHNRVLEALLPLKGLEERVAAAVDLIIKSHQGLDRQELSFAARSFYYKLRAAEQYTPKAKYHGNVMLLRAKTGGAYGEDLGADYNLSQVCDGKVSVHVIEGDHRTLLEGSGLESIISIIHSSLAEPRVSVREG
Neddylation inh: inhibitors of human cullin neddylation | TR-FRET cullin neddylation, biochemical | calls only at 25 µM | 360,000 tested, 0.58% active; in the data active means inhibition above about 36%
MT1-MMP act inh: MT1-MMP (human) activation inhibition; P50281; HT1080 RFP-PRO-GFP cells, GFP/RFP ratio fluorescence, overnight; percent of plate control window, DMSO zero; GFP/RFP ratio change, % at 20 µM; 360,000 tested, 0.061% active;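 active means GFP/RFP ratio change of at least 30% with cell ATP level not reduced by more than half and red fluorescence within 50% of control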; further: strong numbers were not always called active
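Assay system: RFP-PRO-GFP reporter HT1080 cells; read-out basis: GFP/RFP fluorescence ratio; benchmarks: DMSO wells and RFP-L50D-GFP cells; doses: 20 µM single dose, 1% DMSO; schedule: overnight cell settling, then overnight compound exposure, 37 °C, 5% CO2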
MLLE-PAM2 inh: inhibitors of microRNA-mediated deadenylation, human PABP1 MLLE binding; GST-MLLE / FITC-PAM2 fluorescence polarization; 360,000 tested, 0.36% active; inhibition, % at 20 µM; in the data active means inhibition above about 35%, passing the limit was not always enough;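 further: plate controls were DMSO wells with GST-MLLE for no effect and wells lacking GST-MLLE protein for full effect; some results filed as inactive read as strong as hits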
SKN-1 inh: inhibitors of C. elegans SKN-1; C. elegans VP596 Pgst-4::GFP/RFP ratio, acrylamide-induced, 24 h; inhibition, % at 21.8 µM; 360,000 tested, 0.49% active;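 active means interference check ratio from 0.5 to 1.5 plus GFP to RFP signal ratio inhibition reaching or exceeding a fixed threshold, cut at about 30% in these data, passing the limit was not always enough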; further: some compounds called inactive have numbers as strong as hits
eLon inh: E. coli protease La inhibition; P0A9M0; purified E. coli Lon protease, fluorescence polarization; inhibition, % at 7.94 µM; 360,000 tested, 0.42% active; in the data active means inhibition above about 13%, passing the limit was not always enough;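 further: 0% = enzyme with probe and DMSO and 100% = no enzyme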
Rin1 Abl inh: inhibitors of human Rin1-Abl protein interaction | P00519+Q13671 | TR-FRET Rin1/Abl binding, biochemical | inhibition, % at 7.35 µM | 360,000 tested, 0.4% active | AID 588664; in the data active means inhibition above about 5%, passing the limit was not always enough
CendR NRP1 mod: NRP-1/CendR interaction modulation; O14786; FAM-RPARPAR peptide binding to NRP-1, fluorescence polarization; inhibition, % at 25 µM; 360,000 tested, 0.85% active; AID 602438;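 active means inhibition or corrected inhibition above about 18%, plus a signal ratio from 0.5 to 1.5, limit read from the data, passing the limit was not always enough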; further: strong numbers were not always called active
bovine MsrA act: activators of bovine methionine sulfoxide reductase A; activation, % at 10.6 µM; purified bovine MsrA, absorbance read-out; 360,000 tested, 0.3% active; in the data active means activation above about 7.5%;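 further: 0% = vehicle and 100% = reference activator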
The depositor's hits bear a star; i = inactive; · = no result given. Outcome played no part in choosing rows; about 4% have a hit in one of these screens.

SMILES	FAS TE block	Neddylation inh	MT1-MMP act inh	MLLE-PAM2 inh	SKN-1 inh	eLon inh	Rin1 Abl inh	CendR NRP1 mod	bovine MsrA act
CCN(C(=O)c1cc(Cl)ccc1Cl)C1CCS(=O)(=O)C1 (configuration not stated)	-6	i	3	5	12	-2	1	-11	-2
CSc1ccc(CNCC(O)c2ccccc2)cc1 (configuration not stated)	-4	i	5	1	-6	-7	-1	4	-3
O=C(O)c1ccc(Cl)c(S(=O)(=O)Nc2ccccc2Cc2ccccc2)c1	4	i	-4	-6	16	0	-1	9	-3
CCOC(=O)c1c(C)c2c(=O)[nH]cnc2n1-c1ccccc1	-2	i	-13	3	7	-1	-4	11	0
Cc1ccc(C(C)C)c(OCc2nnc(SCC(=O)Nc3nccs3)n2C)c1	-5	i	2	-16	3	-2	-2	-9	4
O=C(NCCN1CCOCC1)C1CCC(CNS(=O)(=O)c2ccc(Cl)cc2)CC1 (configuration not stated)	-7	i	2	-3	9	2	0	0	-1
Cc1c(C(=O)NNc2c(Cl)cccc2Cl)n(C)oc1=O	-5	i	-1	-11	-5	-7	2	-5	-3
COc1ccc(S(=O)(=O)N2CCOCC2)cc1NC(=O)c1cc(=O)[nH]c2ccccc12	-3	i	-4	-9	5	-11	2	-3	0
CC1CCN(S(=O)(=O)c2cc(Br)cc(C(=O)NC3=NCCS3)c2)CC1	12	i	6	8	25	-14	1	2	-3
C[C@@H]1CN([C@@H](C)CO)C(=O)c2cc(C#CC3CCCCC3)cnc2O[C@@H]1CN(C)S(=O)(=O)c1ccc(F)cc1	19	i	-2	-90	10	7	1	-13	-2
Cc1ccc(N(CC(=O)N2CCCC2)S(C)(=O)=O)c(C)c1	-2	i	-1	-14	17	36*	3	0	-1
O=S(=O)(Nc1cccc(-n2cnnn2)c1)c1ccccc1F	-3	i	7	7	-4	-3	3	10	-3
Cc1nc(N2CCN(Cc3ccc4c(c3)OCO4)CC2)nc2c1C(=O)CC(c1ccco1)C2 (configuration not stated)	9	i	1	6	14	-6	4	-1	-7
O=S(=O)(c1ccc(F)cc1)N1CCC(O)(c2ccc3c(c2)OCO3)CC1	5	i	0	12	6	0	0	-8	-3
O=S(=O)(Nc1cccc2ccccc12)N1CCCC1	2	·	-3	-1	-2	-11	3	2	-2

Full records, quoted from the list. Order of values: FAS TE block | Neddylation inh | MT1-MMP act inh | MLLE-PAM2 inh | SKN-1 inh | eLon inh | Rin1 Abl inh | CendR NRP1 mod | bovine MsrA act
Results for O=S(=O)(Nc1cccc(-n2cnnn2)c1)c1ccccc1F → -3 | i | 7 | 7 | -4 | -3 | 3 | 10 | -3
Results for O=S(=O)(Nc1cccc2ccccc12)N1CCCC1 → 2 | · | -3 | -1 | -2 | -11 | 3 | 2 | -2
Results for C[C@@H]1CN([C@@H](C)CO)C(=O)c2cc(C#CC3CCCCC3)cnc2O[C@@H]1CN(C)S(=O)(=O)c1ccc(F)cc1 → 19 | i | -2 | -90 | 10 | 7 | 1 | -13 | -2
Results for Cc1c(C(=O)NNc2c(Cl)cccc2Cl)n(C)oc1=O → -5 | i | -1 | -11 | -5 | -7 | 2 | -5 | -3
Results for CCOC(=O)c1c(C)c2c(=O)[nH]cnc2n1-c1ccccc1 → -2 | i | -13 | 3 | 7 | -1 | -4 | 11 | 0

Continuation.
SMILES	FAS TE block	Neddylation inh	MT1-MMP act inh	MLLE-PAM2 inh	SKN-1 inh	eLon inh	Rin1 Abl inh	CendR NRP1 mod	bovine MsrA act
COc1ccc(CNCc2cccc3ccccc23)cc1	1	i	5	-6	8	-3	0	-2	0
Cc1cc(C)c2nc(-c3ccccn3)cc(C(=O)NCCc3ccc(S(N)(=O)=O)cc3)c2c1	-6	·	2	9	-8	-10	-3	-12	-5
CS(=O)(=O)N(CC(=O)NCCSc1ccccn1)c1cccc2ccccc12	-10	i	-1	-8	9	-5	0	13	-1
Cc1ccc(Cl)cc1C1=CC(=O)C[C@H](c2ccc(F)cc2)C1	32	i	-2	2	2	-14	0	27*	-2
CC(O)(CS(=O)(=O)Cc1ccccc1)c1ccc(Cl)cc1 (configuration not stated)	2	i	-9	29	10	-8	-1	12	-1
Cn1c(=O)cc(SCC(=O)NCCN2CCN(c3ccccc3F)CC2)c2cc(Cl)ccc21	2	i	6	-4	2	14	-14	-1	-1
CCOC(=O)c1c(C)n(OCc2ccccc2)c2ccc3c(no[n+]3[O-])c12	26	i	4	-28	13	-5	3	-14	-7
CCN1C(=O)[C@@H]2C(C(=O)c3cnccn3)=NN[C@@H]2C1=O	-7	i	0	5	25	8	1	13	-5
C=CCNC(=O)/C(C#N)=C/c1cc(Br)ccc1OC	13	i	-6	13	-6	-4	2	6	0
O=C(COC(=O)c1ccc2ncsc2c1)Nc1ccc(Cl)cc1	12	i	5	5	8	0	0	-5	-4
COc1ccc(CCNC(=O)CC2Nc3ccccc3NC2=O)cc1 (configuration not stated)	-3	i	-9	-13	5	-9	0	-18	-5
Cc1ccc(S(=O)(=O)NN2C(=O)c3ccccc3NC2c2ccco2)cc1 (configuration not stated)	-6	i	6	2	10	-9	2	8	-1
O=C(NNc1ccc([N+](=O)[O-])cc1)c1ccccc1Cl	2	i	0	-26	22	-4	1	-7	-6
CCSc1nnnn1-c1ccccc1	-4	i	6	0	-14	-8	0	-8	1
CCOc1ccccc1NC(=O)CN1C(=O)C(=O)N(Cc2ccco2)C1=O	-3	i	3	7	-2	1	-3	-7	0
Cc1ccccc1C(=O)NCC(=O)NNC(=O)c1cccc(Cl)c1	-1	i	-2	-1	-5	-9	4	5	-4
CCCN(CCC)CCCNC(=O)Cn1cnc2sc(C)c(S(=O)(=O)N3CCCCC3)c2c1=O	-3	i	0	-5	1	10	1	-4	-1
CSc1nc2sccc2c(=O)[nH]1	0	i	-5	6	14	4	-2	8	-2
Cc1cc(C)c2c(n1)nn1c(NCCCN(C)C)cc(C)nc21	-7	·	10	3	29	-4	1	1	1
COc1ccc(N(CC(=O)N2CCCCC2)S(=O)(=O)c2c(C)nn(C)c2C)cc1	-2	i	16	-23	2	3	0	4	-2
CCOC(=O)c1sc(N(Cc2ccccc2)C(=O)COC(=O)c2ccccc2O)nc1C	10	i	-4	-3	7	3	0	8	3
COc1ccc([C@@H]2CC=C(C(=O)O)[C@H](c3ccc(F)cc3)N2S(=O)(=O)c2ccc(C)cc2)cc1OC	-10	i	1	8	1	0	1	-2	0
COc1ccc2c(C)c(CC(=O)N3CCN(C(=O)C4COc5ccccc5O4)CC3)c(=O)oc2c1C (configuration not stated)	6	·	1	-10	14	-14	-1	-2	0
O=C(Nc1ccc2c(c1)OCO2)C1CC(=O)N(c2ccccc2)C1 (configuration not stated)	-4	i	-2	6	-2	-9	0	9	-4
CN(C)S(=O)(=O)c1ccc(C(=O)Nc2cc(=O)n(C)c(=O)n2C)cc1	-11	i	9	-4	-4	-6	1	16	-7
O=C(NCc1ccccc1)c1cc(-c2cccc(O)c2)on1	-2	i	1	-10	-4	-3	-2	-2	-5
Clc1cccc(NCc2nnc(SCc3ccc(Cl)cc3Cl)o2)c1	28	i	5	-6	7	2	-2	0	-1
CC(C)NC(=O)C1(C)CCN1C(=O)c1ccccc1F (configuration not stated)	-10	i	8	10	23	-6	6	10	-9
COc1ccccc1NC(=O)CSc1ccc2nnc(-c3ccc(C)cc3)n2n1	0	i	-2	11	3	-12	-4	4	-5
COc1ccc(Br)cc1CNc1ccc(N2CCOCC2)cc1	-1	i	3	-7	9	-5	3	0	2
O=C(CCc1nnc2ccc(NCc3ccccc3)nn12)NC1CCCC1	-5	i	0	5	-2	-10	5	12	-3
Cc1ccc(-c2cc(NC(=O)CCl)n(-c3ccccc3)n2)cc1	10	i	-8	8	2	-4	0	4	0
CCOC(=O)[C@H]1[C@H]2COc3ccc(Cl)cc3[C@H]2N2C(=O)CNC(=O)[C@@]12C	-7	i	3	5	12	-11	0	25	2
Cc1nc2ccc(NC(=O)N3CCSCC3)cc2nc1C	-5	·	3	7	-18	-10	1	-3	-7
CN(CC(=O)O)S(=O)(=O)c1cc(Cl)ccc1Cl	-9	i	2	11	-1	-16	2	1	-7
O=C(NCCO)C(=O)NCC1OCCCN1S(=O)(=O)c1cccs1 (configuration not stated)	-11	i	-10	4	-5	3	0	2	0
COc1ccc(/C=C/C(=O)Nc2ccc(-n3nncc3-c3ccc(OC)c(OC)c3)cc2)cc1OC	11	·	-2	-1	14	-4	-6	4	-2
CCOc1c([N+](=O)[O-])cc2c(C)c(C(=O)N3CCN(C)CC3)oc2c1OCC	-2	i	0	-2	-20	-9	-1	10	-3
COc1ccc(N(C(=O)c2ccco2)C(C(=O)NC2CCCC2)c2ccccc2)cc1 (configuration not stated)	11	i	-1	-1	-6	-5	1	4	3
CCOC(=O)CC1C(C(=O)OCC)ON2OC(C(=O)OC)C(C(=O)OCC)C12 (configuration not stated)	-10	i	-5	-3	-5	-11	0	-4	-7
CCOC(=O)C(=O)N/N=C/c1ccco1	-8	i	2	-6	14	-1	-2	8	-1
CC(=O)c1cccc(NC(=O)c2ccc(C)o2)c1	-3	i	2	7	2	-1	1	2	-3
Cc1ccc(NC(=O)NNC(=O)C2CC(c3cccs3)=NO2)cc1 (configuration not stated)	-5	i	0	-3	-4	0	-1	2	0
C[C@@H]1NC(=O)[C@H](CCC(=O)O)NC(=O)c2cc([N+](=O)[O-])cc(F)c2NCCC[C@@H](C(N)=O)NC1=O	-4	i	-3	13	-4	9	1	8	-8
CCN(CCCNC(=O)CCn1c(=O)[nH]c2ccccc2c1=O)c1cccc(C)c1	-4	i	-2	-5	-20	-5	0	5	-4
O=S(=O)(O)c1ccc(NN=Cc2ccccc2O)cc1	-1	i	-1	17	8	4	-1	11	-3
CCCC(=O)Nn1cnc2c(c1=O)C1(CCCCC1)Cc1ccccc1-2	8	i	-2	-12	1	5	-5	10	-4
CCOC(=O)c1c(C)oc2ccc(OC(=O)N3CCOCC3)cc12	-4	i	0	-1	7	-3	-1	-8	0
Cc1cc(NC(=O)CSc2nc3c(c(=O)n2Cc2ccccc2)SC(C)C3)no1 (configuration not stated)	4	i	-3	3	-11	-1	-1	-8	-1
CCc1ccc(NC(=O)N2CCN(c3ccccc3)CC2)cc1	-2	i	-5	2	-3	-10	-2	-5	-7
S=C(NCc1ccco1)Nc1cccc(Cl)c1	2	i	-1	-3	3	-4	3	2	-3
CS(=O)(=O)N1CCN(C(=O)Cc2ccc([N+](=O)[O-])cc2)CC1	-6	i	0	5	-4	-24	1	-1	-6
O=C1O[C@@H](c2ccccc2)C[C@@H](O)C(=O)CCCCc2ccccc21	-3	i	4	·	4	-2	·	10	-1
COc1ccccc1-c1noc(-c2cccnc2)n1	-7	i	1	-3	-31	-10	4	-1	-12
Cc1ccccc1NC(=O)N1CCCC(c2nc(-c3ccc(C(C)C)cc3)no2)C1 (configuration not stated)	16	i	-4	-8	11	-8	-2	4	-2
CCc1ccc(C2CC(c3ccc(C)cc3)Nc3nc(N)nn32)cc1 (configuration not stated)	1	i	1	-2	-3	-4	0	-6	-6
CCCC(=O)N(c1ccc2oc(C)c(C(C)=O)c2c1)S(=O)(=O)c1ccc(C(=O)O)cc1	12	i	-2	4	7	3	0	5	-3
Cc1nc2ncnn2c(C)c1CCC(=O)NCc1ccco1	-9	i	-3	3	-18	-3	-3	-6	-3
CCn1c(CNc2ccc(Cl)cc2)nnc1SCC(=O)NCc1ccccc1	-3	i	8	-30	-6	10	-3	11	0
Cc1ccnc(NC(=O)c2cc3c(=O)oc4ccc(C)cc4c3s2)c1	1	i	1	5	-7	-3	-5	-7	-3
CCn1nc(C)c(CNC(=O)C2CCC(=O)N(Cc3ccc(Cl)cc3)C2)c1C (configuration not stated)	-5	i	-4	9	-6	-10	2	1	-3

Bioassay records (PubChem BioAssay)
